RSV antiviral HEp-2: inhibition of RSV-induced cytopathic effect – HEp-2 cells, primary 10 µM value included (AID 2391); HEp-2 cells, RSV-induced CPE inhibition; higher % means a stronger effect; one-dose CPE inhibition, % at 10 µM; IC50 in µM for titrated hits; hit rate 0.13% among 310,000; in the data active = a potency from the dose series; inconclusive = CPE inhibition mostly from about 23% at the one dose, without a potency; inactive = the rest, 99 in 100 with CPE inhibition below about 21%; also: strong numbers were not always called active
human PMI inhibition: inhibitors of human PMI, primary screen, biochemical, fluorescence intensity, coupled assay (AID 1209); purified PMI enzyme, coupled fluorescence intensity; higher % means a stronger effect; one-dose inhibition, % at 20 µM; IC50 in µM for titrated hits; hit rate 0.42% among 190,000;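 also: plate controls were DMSO vehicle for no effect and wells lacking substrate for full effect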
TNAP activation fold: stimulation of alkaline phosphatase TNAP activity – biochemical, luminescent, no phosphate acceptor, uHTS, primary screen (AID 1001). activation fold at 20 µM, or EC50 in µM where a hit was titrated. hit rate 0.03% among 200,000. purified TNAP, luminescent activation assay, no phosphate acceptor; higher activation fold means a stronger effect; in the data active = activation fold from about 3, or a potency from the dose series; inactive = the rest, 99 in 100 with activation fold below about 1.6; also: many of its hits are not listed in these tables
Myeloid diff 2: myeloid differentiation induction; ER-HoxA9 myeloid progenitors, lysozyme-GFP differentiation, flow cytometry; calls only at 10 µM; hit rate 1% among 360,000;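 active = normalized GFP-positive differentiation at or above the plate's own cutoff, the solvent-only control mean plus 3 SD; inconclusive = no clear call, values can overlap the other calls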;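 also: cells exposed to compound for four days before flow analysis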
SIAH1 antagonists: Siah-1 peptide-binding antagonists, primary screen, biochemical, fluorescence polarization, rhodamine-plectin, uHTS (AID 1817); Siah-1 / rhodamine-plectin peptide fluorescence polarization; higher % means a stronger effect; one-dose displacement, % at 20 µM; IC50 in µM for titrated hits; hit rate 0.02% among 290,000;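 active = displacement of at least 50% at 20 µM, with a fluorescence ratio check between 0.3 and a set limit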;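 also: plate controls were Siah plus tracer with DMSO for no effect and tracer alone without Siah for full effect; strong numbers were not always called active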
PhoP inhibition: PhoP-dependent GFP reporter repression – Salmonella Typhimurium, primary screen (AID 1863) | S. Typhimurium PhoP-regulated promoter GFP reporter, 4 h; higher % means a stronger effect | inhibition, % at 50 µM; hits with a dose series show IC50 in µM | hit rate 0.16% among 300,000;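 active = inhibition over 29.93%, a cutoff 3 SD above the screen mean, later confirmed by dose response; inconclusive = inhibition over 29.93% but no dose response follow-up; inactive = inhibition at most 29.93% or unconfirmed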;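 also: 0% = low Mg2+ inducing control and 100% = high Mg2+ repressing control; strong numbers were not always called active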
XIAP displacement: small molecules displacing peptide from XIAP – biochemical, IAP family, fluorescence polarization (AID 1018); XIAP BIR domain, fluorescence polarization peptide displacement; higher % means a stronger effect; displacement, % at 20 µM, or IC50 in µM where a hit was titrated; hit rate 0.007% among 200,000; in the data active = displacement above about 50%; also: a part of the inactive calls stands beside numbers as strong as those of hits
WT yeast gro inh: growth inhibition of WT yeast, mitochondrial fusion screen | mitochondrial fusion phenotypic screen, WT strain | inhibition, % at 10 µM | hit rate 2.1% among 190,000 | AID 1362; in the data active = inhibition above about 58%; tested in S. cerevisiae
human PMI inhibitors: MPI inhibition at elevated mannose 6-phosphate – biochemical, fluorescence intensity, high mannose 6-phosphate, primary screen (AID 1220) | recombinant PMI enzyme, coupled fluorescence intensity; higher % means a stronger effect | inhibition, % at 20 µM, or IC50 in µM where a hit was titrated | hit rate 0.66% among 190,000
WT yeast gro inh mutant strain: further read-out of WT yeast gro inh, marked with its call; inhibition, %; mitochondrial fusion phenotypic screen, mutant strain inhibition
Myeloid diff 2 GFP+ MAC1+ %: recorded beside Myeloid diff 2, whose call it bears; GFP+ MAC1+ double positive, %; measured here: differentiation confirmed by MAC1 staining
Active calls of the source: *; i = inactive; ? = inconclusive; . = no result given; + = active, no number. Rule as the data show it, unless noted: active = inhibition above about 50%; inactive = the rest. Random draw from the library; about 3.1% have a hit in one of these screens.

SMILES	RSV antiviral HEp-2	human PMI inhibition	TNAP activation fold	Myeloid diff 2	Myeloid diff 2 GFP+ MAC1+ %	SIAH1 antagonists	PhoP inhibition	XIAP displacement	WT yeast gro inh	WT yeast gro inh mutant strain	human PMI inhibitors
COc1ccc(C2CC(=O)C(C=NCCN3CCN(C(=S)Nc4ccccc4)CC3)=C(O)C2)cc1OC (stereo unspecified)	1.0%	6%	1	i	0.1	12%	0%	-3.8%	-5	15	16%
CCCCc1cc(=O)oc2c3c(cc(OCC(=O)NCCCO)c12)OC(C)(C)CC3	6.7%	.	.	i	0.3	4%	1%	.	.	.	.
COc1ccc(-c2[nH]ncc2CN2CCCN(c3ccccc3)CC2)c(F)c1	-0.5%	10%	0.7	i	1.0	-2%	.	-7.8%	0	-1	4%
Cc1ccc2[nH]cc(CCNC(=O)c3ccco3)c2c1	-0.1%	.	.	i	0.9	-4%	1%	.	.	.	.
CCC(=O)NC(NCC1CCCO1)C(Cl)(Cl)Cl (stereo unspecified)	-0.3%	5%	1	i	0.9	-3%	-2%	-5.7%	-4	6	5%
O=C1N(c2ccccc2)C(c2ccc(Cl)cc2)N2CCCN12 (stereo unspecified)	0.5%	11%	1	i	0.3	-6%	5%	-9.8%	15	-1	7%
CC(=O)Nc1cccc(C(=O)/C=C/c2cccs2)c1	-0.7%	-17%	0.9	i	0.2	-2%	12%	-1.6%	12	-7	-14%
N#Cc1c(-c2ccc(Cl)cc2)cc(-c2ccccc2)nc1SCC(=O)O	21%	.	.	i	0.4	1%	5%	.	.	.	.
Cc1nc2c(C(=O)NCCC3=CCCCC3)c[nH]n2c(=O)c1Cl	2.0%	20%	1.1	i	1.4	-5%	-3%	-6.7%	-10	-22	10%
CCOC(=O)Cn1c(=O)oc2cc(S(=O)(=O)N(CCN(C)C)Cc3ccccc3)ccc21	-0.5%	15%	1.1	i	1.0	3%	-7%	-12%	-20	-8	14%
Cc1cc(C)n2nnnc2c1C#N	2.3%	-2%	1	i	1.4	2%	4%	-1.7%	14	11	-5%
CC(OC(=O)CCCc1nc2ccccc2s1)C(N)=O (stereo unspecified)	0.2%	0%	1.1	i	1.0	1%	-3%	-1.6%	0	5	-2%
Cc1ccccc1CNS(=O)(=O)c1ccc2c(c1)OCCO2	1.1%	-6%	1.1	i	5.4	-5%	2%	-3.8%	10	8	-7%
CC1=Nc2ccccc2/C1=C/c1sc(=O)n(CC(=O)N2CCCC2)c1O	6.8%	14%	1.1	i	0.9	3%	-5%	-3.3%	6	2	11%
Cc1ccc(S(=O)(=O)N2C(=O)C(C)SC2=Nc2ccccc2)cc1 (stereo unspecified)	2.1%	9%	1.1	i	2.7	4%	-6%	-1.2%	0	-13	10%
O=C(CSc1nnnn1-c1ccc(O)cc1)c1cc2ccccc2o1	5.7%	.	.	i	0.3	0%	-12%	.	.	.	.
COc1ccc(/C(O)=C2/C(=O)C(=O)N(c3ncccn3)C2c2ccc(F)cc2)cc1 (stereo unspecified)	2.0%	.	.	i	0.4	2%	-12%	.	.	.	.
O=C(CSc1ncccn1)NCCc1ccccc1	1.8%	-13%	1.1	i	0.5	-2%	-3%	-7.5%	6	4	-3%
COc1ccc(S(=O)(=O)Nc2ccc3cn[nH]c3c2)cc1C	-0.4%	18%	1.1	i	0.8	2%	4%	-7.7%	-4	4	36%
O=C(NCCCN1CCOCC1)c1ccccc1N1C(=O)[C@@H]2Cc3c([nH]c4ccccc34)C(c3ccc(F)cc3)N2C1=O (stereo partly specified)	-0.8%	.	.	i	3.7	0%	-1%	.	.	.	.
CCCC1=NN2C(=N)/C(=C\c3ccc(OCCOc4ccc(NC(C)=O)cc4)c(OC)c3)C(=O)N=C2S1	0.5%	.	.	i	0.4	6%	5%	.	.	.	.
Cc1ccc(NC(NC(=O)c2cccnc2)C(Cl)(Cl)Cl)cc1 (stereo unspecified)	2.7%	11%	1.1	i	0.5	7%	5%	-5.2%	3	1	8%
COc1ccc(N2CCN(CCCNC(=O)C3(S(=O)(=O)c4ccc(Cl)cc4)CC3)CC2)cc1	-2.7%	5%	1.1	i	1.7	2%	5%	-7.3%	1	9	1%
CC(=O)NNC1=Nc2ccccc2N(C)C(C)C1 (stereo unspecified)	0.3%	-5%	1.1	i	0.2	1%	-13%	0.2%	-18	-5	-8%
CC(C)Sc1cc(Cl)nc(NC(=O)Nc2ccccc2)n1	-3.7%	.	.	i	0.2	-3%	-3%	.	.	.	.
CCOC(=O)C1CCN(S(=O)(=O)Cc2ccccc2)C1=O (stereo unspecified)	1.7%	-5%	1.1	i	1.3	0%	17%	-2.9%	-10	-14	-2%
COc1ccccc1CC(=O)N1CCOCC1	1.0%	.	.	i	0.2	4%	-5%	.	.	.	.
CCOC(=O)C1=C(C)OC(N)=C(C#N)C1c1ccc(C)o1 (stereo unspecified)	2.7%	4%	1	i	1.7	-4%	-9%	-6.8%	-16	2	-4%
CCC[C@@H](CNC)NC[C@H](Cc1ccccc1)NCCCCc1ccccc1	11%	.	.	i	2.1	0%	3%	.	.	.	.
Cc1c(OCC(=O)N2C[C@H]3C[C@@H](C2)c2cccc(=O)n2C3)ccc2c3c(c(=O)oc12)CCCC3	-0.7%	.	.	i	2.5	2%	2%	.	.	.	.
COc1ccc(C(=O)Nc2ccnn2C2CCN(Cc3ccn[nH]3)CC2)cc1	0.3%	.	.	i	1.2	3%	0%	.	.	.	.
O=C(CC1NC(=O)NC1=O)Nc1ccc(Cl)cc1 (stereo unspecified)	3.1%	-5%	1	i	0.3	-1%	0%	-6.5%	-26	-8	-2%
O=C(NCc1ccccn1)c1cc(-c2ccc(-c3ccccc3)cc2)nc2ccccc12	?	-2%	1	+	19*	5%	-2%	-6.9%	20	-5	-5%
CCc1nnc(NC(=O)CCNC(=O)c2ccccc2Cl)s1	-0.2%	3%	1.1	i	0.2	8%	8%	-7.2%	-7	-3	-1%
COc1ccc(N(CC(=O)Nc2ccc3c(c2)OCCO3)S(C)(=O)=O)c(OC)c1	0.1%	3%	1.1	i	0.8	1%	-14%	-4.8%	-38	-5	10%
O=C(c1cccc(C(F)(F)F)c1)C1CCCN(Cc2cccn2-c2ncccn2)C1 (stereo unspecified)	?	-2%	1	i	0.4	5%	10%	-5.1%	14	8	-3%

The closing 2 compounds of the section before lead into the next:
SMILES	RSV antiviral HEp-2	human PMI inhibition	TNAP activation fold	Myeloid diff 2	Myeloid diff 2 GFP+ MAC1+ %	SIAH1 antagonists	PhoP inhibition	XIAP displacement	WT yeast gro inh	WT yeast gro inh mutant strain	human PMI inhibitors
COc1ccc(N(CC(=O)Nc2ccc3c(c2)OCCO3)S(C)(=O)=O)c(OC)c1	0.1%	3%	1.1	i	0.8	1%	-14%	-4.8%	-38	-5	10%
O=C(c1cccc(C(F)(F)F)c1)C1CCCN(Cc2cccn2-c2ncccn2)C1 (stereo unspecified)	?	-2%	1	i	0.4	5%	10%	-5.1%	14	8	-3%
CC(=O)c1cccc(NC(=O)CN2C(=O)c3cccnc3Oc3ccc(Cl)cc32)c1	6.5%	.	.	i	14	-6%	6%	.	.	.	.
O/N=C/c1cn(-c2ccccc2)nc1-c1ccccc1	20%	.	.	i	0.6	0%	3%	.	.	.	.
CCC(NC(=S)NC1CCCCC1)c1ccccc1 (stereo unspecified)	-0.8%	.	.	i	1.1	2%	8%	.	.	.	.
CCOC(=O)c1nc(Nc2cc(C)cc(C)c2)c2ccccc2n1	?	6%	1	i	0.2	-5%	7%	-8.5%	4	11	5%
O=C(CCC(=O)c1ccc(Oc2ccccc2)cc1)Nc1cccc(Cl)c1Cl	?	-10%	1	i	0.2	-4%	-26%	1.6%	3	4	-14%
O=C(NCc1cccnc1)c1ccc(-c2cc(Cl)ccc2Cl)o1	19%	-2%	1	i	0.1	-1%	-2%	-9.7%	15	-8	-6%
Cc1cccn2c(Nc3ccccc3)c(-c3ccccn3)nc12	-2.7%	7%	1	i	0.3	-1%	-12%	-1.1%	75	76	3%
COC(=O)c1ccc(S(=O)(=O)NCc2ccccc2)n1C	1.2%	.	.	i	0.2	0%	-7%	.	.	.	.
Nc1ccccc1Nc1cccc(C(F)(F)F)c1	6.3%	14%	1.1	i	0.0	6%	-6%	-3.7%	18	12	18%
Cc1cc(C(=O)Nc2cccc(NC(=O)c3ccco3)c2)ccc1[N+](=O)[O-]	1.5%	.	.	i	0.9	0%	-5%	.	.	.	.
Cc1ccc(-n2ncc3c2CC(C)(C)CC3NC(=O)c2c(C)noc2C)cc1 (stereo unspecified)	0.1%	.	.	?	.	0%	0%	.	.	.	.
COc1ccccc1C(=O)NC(=Nc1nc2ccccc2o1)NC(=O)c1ccccc1OC	14%	3%	1	i	0.8	1%	-30%	-1.3%	33	24	-9%
CCOC(=O)N1CCN(C(=S)NC(=O)c2ccc(F)cc2)CC1	-1.4%	-1%	1.1	.	.	2%	6%	-3.7%	-2	-3	-5%
O=C(COC(=O)c1cccc(C(F)(F)F)c1)NCc1ccccc1	0.0%	2%	1.1	i	1.1	1%	11%	-3.3%	-7	-19	6%
Cc1ccc([N+](=O)[O-])cc1NC(=S)NC(=O)c1cccs1	2.2%	0%	1.1	i	0.6	3%	-9%	-7.5%	10	-1	-2%
COc1ccc(CNC(NC(=O)c2ccccc2)(C(F)(F)F)C(F)(F)F)cc1	2.8%	13%	1	i	0.5	1%	1%	-4.8%	3	-6	6%
COc1ccc(CNC(=O)Cn2nc(C)c3c(C)n(-c4ccc(C)cc4)nc3c2=O)cc1OC	11%	.	.	?	.	11%	-6%	.	.	.	.
O=C(Nc1ccc(F)cc1)C1CCN(C(=O)c2ccc([N+](=O)[O-])cc2)CC1	2.1%	-10%	1	i	0.5	-5%	-1%	-6.6%	-6	-11	-8%
S=C(c1cn(CCOc2ccccc2)c2ccccc12)N1CCCC1	2.6%	10%	1	i	0.4	0%	13%	-7.0%	70*	58*	0%
Brc1cccc(CSc2nnc(-c3ccncc3)o2)c1	5.1%	-53%	1	i	0.6	10%	-12%	-6.7%	20	36	-64%
CCn1c(SC/C=C/c2ccccc2)nnc1-c1cnccn1	3.0%	9%	1.1	i	0.6	6%	10%	-7.5%	-7	-17	0%
Cc1ccc(OCC(O)CNC2CCCC2)c(C)c1 (stereo unspecified)	-0.6%	.	.	i	0.1	1%	-1%	.	.	.	.
NC(=S)N/N=C/c1ccc(/C=N/NC(N)=S)cc1	0.3%	.	.	i	0.2	33%	-9%	.	.	.	.
CC1=CCP(=O)(c2ccccc2)C1 (stereo unspecified)	1.4%	-14%	1.1	i	1.1	4%	-1%	-1.1%	1	-1	-3%

From PubChem
